BRCA1 expr act = activators of BRCA1 expression; hit rate 1.1% among 380,000; MCF7-BRCA1-FFLuc reporter, luminescence, 48 h; response scale: scaled: vehicle 0%, 10 µM genistein 100%; Potency, µM (titrated, usually from 46.1 µM), without a hit: at the top dose activation, actives largely listed as activators; further: potency means the concentration at half of the fitted maximal effect; nearly all actives have a fitted effect of over 80% in size; some results filed as inactive show a strong effect at the top dose
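MCF7-BRCA1-FFLuc, 2000 cells/well; 2 h attach, 37 °C/5% CO2; compound 48 h; luciferase substrate 15 min; luminescence end-point. Norm. to genistein 10 microM max activation and DMSO; concentration-response curves fitted.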
a7 integrin act = activates integrin-mediated alleviation for muscular dystrophy; alpha7betagal myoblasts, beta-gal FDG fluorescence, 48 h; Potency, µM (top dose mostly 38.3 µM), inactives show at the top dose activation, most hits filed as activators; hit rate 0.064% among 350,000; AID 624291;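 further: potency means the concentration at half of the fitted maximal effect; 100% = response of the positive control SU9516; nearly all actives have a fitted effect of over 60% in size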
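alpha7betagal+/- myoblasts (passage 13, 250/well) treated 48 h at 37C with compounds at 1:260 dilution of DMSO stock. Lysed, then beta-galactosidase activity read as FDG fluorescence (ex 480/em 540) after 30 min, with pre-read for autofluorescence.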
MLL CXXC-DNA inh = MLL CXXC-DNA interaction inhibition; MLL-CXXC / FITC-HOXA9 DNA fluorescence polarization; Q03164; Potency, µM (series often up to 115 µM), without a hit: at the highest dose activity change, negative = inhibition, hits mostly inhibitors; hit rate 0.037% among 290,000; active means well fitted inhibition curve with a large enough effect in the polarisation, with a control signal flat, not every such curve was filed as active; inconclusive means small, poorly fitted or top-dose-only effect, or effect the other way, or a change in a side signal; inactive means no such curve, though single readings can be large or run the other way; the % refers to the polarisation; further: potency means the concentration at half of the fitted maximal effect
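Fluorescence polarization: 7 uM MLL-CXXC (stock) preincubated 5 min with compounds, then 50 nM fluorescein-HOX-A9 DNA (stock) added; 30 min ambient. Buffer 50 mM Tris-HCl pH 7.5, 50 mM NaCl, 1 mM DTT, 0.05% BSA.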
B2AR arrestin = recruits beta-arrestin to the human beta2-adrenergic receptor; P07550; beta-arrestin recruitment to beta2AR, cell-based reporter; Potency, µM (highest dose often 46.1 µM), for inactives: at the highest dose activation, most hits filed as activators; hit rate 0.02% among 330,000; AID 492947;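 further: potency means the concentration at half of the fitted maximal effect; 0% = DMSO controls and full agonism = EC100 isoproterenol or metaproterenol; nearly all actives have a fitted effect of over 65% in size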
TCR act = activates T cell receptor signaling | primary human leukocytes, anti-CD3, IL-2 HTRF, 48 h | Potency, µM (top dose mostly 9.22 µM), for the others: at the top dose activation of IL-2 secretion, hits mostly activators | 330,000 tested, under 10 active; further: % of control where 0% means no effect
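Readout: HTRF IL-2, Eu-cryptate/d2 antibody pair, 320nm excitation, 665nm emission. Stimulus: a-CD3 beads, no co-stimulation. Cells: primary human leukocytes. Exposure: 48 hr with compound.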
TRPV1 ag = agonists of human vanilloid receptor 1 (TRPV1). Q8NER1. TRPV1-expressing cells, Fluo-8 calcium influx, agonist mode. activation, % at 8.33 µM. hit rate 0.19% among 320,000. AID 540275; in the data active means activation above about 80%; inconclusive means between about 30% and that limit; further: 0% is about no effect
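Fluo-8 calcium influx in TRPV1-expressing cells, kinetic read (ex 480/em 520 nm). Compound added and read 3 min for agonist activity, followed by capsaicin at EC20 final and 2 min further read for enhancement.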
p53 reactivation = mutant p53 re-activation in reporter cells; H1299 p53-A138V BP100-luciferase reporter, luminescence, 24 h; Potency, µM (doses to about 92.2 µM), inactives show at the highest dose activity change, positive = activation, most hits filed as activators; hit rate 0.063% among 320,000; AID 504706; further: potency means the concentration at half of the fitted maximal effect; % of control where 0% means no effect; nearly all actives have a fitted effect of over 45% in size
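H1299 (p53-null), stable ts p53-A138V + BP100-Luc; 1000 cells/well, Opti-MEM/10% FBS; cpd 4 pt, 1:5; 24 h, 37 deg C, 5% CO2; detection reagent 10 min RT; luminescence.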
A-T KAP1 phos = potential ataxia-telangiectasia treatments restoring KAP-1 phosphorylation. […] A-T fibroblasts, KAP-1 phosphorylation AlphaLISA; neocarzinostatin DNA damage 30 min before lysis. Potency, µM (highest dose often 57.5 µM), for inactives: top-dose activation, hits mostly activators. hit rate 0.19% among 320,000. AID 485349; further: potency means the concentration at half of the fitted maximal effect; % of control where 0% means no effect; nearly all actives have a fitted effect of over 45% in size
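ATM-like activity read as KAP-1 phosphorylation via AlphaLISA donor/acceptor antibody pairs after lysis and 6 hr at 25C. Cells were ATM-null patient fibroblasts ([…], hTERT), dosed 60 min, then exposed to the DSB inducer NCS for 30 min.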
ELG1 repair inh = blocks ELG1-dependent DNA repair in HEK293T cells; HEK293T ELG1-luciferase reporter, luminescence, 16 h; DNA damage induced by 5-fluorouridine; Potency, µM (highest dose often 46.1 µM), inactives show at the highest dose activity change, negative = inhibition, most hits filed as inhibitors; hit rate 2.3% among 330,000; AID 504467; further: potency means the concentration at half of the fitted maximal effect; on the % scale 0 is the no-effect control and ±100 the full control effect; nearly all actives have a fitted effect of over 55% in size
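DMSO vehicle served as the neutral condition. Each well held 2,000 cells given 5-fluorouridine plus compound; after 16 hr at 37 °C/5% CO2, ONE-Glo was added and luciferase measured 30 min later.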
PTAP TSG101 blk = blocks PTAP/TSG101 interaction to inhibit HIV-1 budding; 340,000 tested, under 10 active; Potency, µM (series often up to 115 µM), without a hit: at the top dose activity change, negative = inhibition, usual class: inhibitors; Q99816; AID 493005; Fluorescence polarization, FITC-PTAP peptide / Tsg101 binding; active means well fitted inhibition curve with a large enough effect in the main read-out, with a control signal flat, not every such curve was filed as active; inconclusive means small, poorly fitted or top-dose-only effect, or effect the other way, or a change in a side signal; inactive means no such curve, though single readings can be large or run the other way; further: potency means the concentration at half of the fitted maximal effect; % of control where 0% means no effect
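Fluorescence anisotropy tracks displacement of a FITC-tagged PTAP peptide (50 nM) from the Tsg101 binding domain (10 uM), following a 20 min room-temperature incubation at pH 7.5.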
Starred values were filed as active, the others as inactive; ? = inconclusive; nt = not tested or not shown; & = joins results of further samples; [ ] = another dose, or the depositor's remark. Unless noted, the call rests on the fitted dose curve; in most records, active means well fitted curve in the direction sought with a large enough effect; inconclusive means small, poorly fitted or top-dose-only effect, or another doubt; inactive means no such curve, though single readings can be large; an effect the other way counts as inactive or inconclusive.

SMILES	BRCA1 expr act	a7 integrin act	MLL CXXC-DNA inh	B2AR arrestin	TCR act	TRPV1 ag	p53 reactivation	A-T KAP1 phos	ELG1 repair inh	PTAP TSG101 blk
CCOc1cccc(/C=C/c2cc(C(=O)O)c3ccccc3n2)c1OC	-1%	-30%	-5%	-1.1%	-2%	0	1%	-27%	?	-5%
COc1ccc(NC(=O)/C(=C\c2cc(OC)c(OC)cc2[N+](=O)[O-])NC(=O)c2ccccc2)cc1	0%	-23%	1%	0.1%	8%	-2	8%	-1%	-13%	-4%
CCCN(Cc1ccccc1)C(=S)Nc1ccc(C(C)=O)cc1	19%	-30%	1%	0.0%	3%	4	1%	9%	-2%	-3%
c1ccc(CCc2cccnc2)cc1	-18%	3%	nt	nt	7%	nt	nt	nt	nt	2%
CCCOc1ccc(C(=O)NCCc2ccccc2)cc1	-21%	-18%	9%	0.0%	2%	4	-5%	6%	?	-3%
O=S(=O)(NCc1ccc(F)cc1)c1ccc2c(c1)OCCO2	-5%	14%	1%	-0.3%	9%	-3	-2%	16%	-13%	-10%
Cc1cc(Nc2ccc(F)cc2C)n2ncnc2n1	2%	-19%	-9%	-0.4%	-2%	-4	0%	14%	20%	-1%
COc1ccc(C)cc1N(CC(=O)N1CCCC1)S(=O)(=O)c1ccccc1	-3%	0%	-5%	0.5%	-1%	5	-4%	1%	4%	-1%
CCCCN1C(=O)CCC(C(=O)O)C1c1ccccc1 (stereo not given)	3%	10%	11%	-0.4%	1%	-4	0%	7%	6%	-3%
CCOC(=O)C1C(CC)NC(=S)NC1(C)O (stereo not given)	-14%	?	4%	0.3%	-2%	-3	-3%	2%	-5%	-1%
Cc1cc(-n2nc(C)cc2C)n2ncc(-c3ccccc3)c2n1	15%	8%	-2%	-0.3%	-6%	-1	7%	nt	?	1%
CCOc1ccccc1C(=O)NC(C(=O)OCC(=O)Nc1nnc(-c2ccccc2)o1)C(C)C (stereo not given)	8%	24%	4%	0.0%	-2%	-1	3%	-1%	-18%	-4%
CCC(=O)N(Cc1cc(=O)[nH]c2ccccc12)c1ccccc1	-6%	19%	-3%	-0.6%	-6%	-4	-1%	5%	-11%	-9%
COc1ccc(NC(=O)[C@@H](NS(=O)(=O)c2cccc(Cl)c2)C(C)C)cc1S(=O)(=O)N1CCOCC1	-8%	26%	nt	-1.3%	16%	nt	-8%	-1%	0%	-6%
COc1ccc(-c2cn[nH]c2C)cc1	12%	40%	-9%	0.1%	4%	22	-6%	0%	?	-7%
Cc1ccc(NC(=O)c2ccccc2Cl)cc1-n1cnnn1	-1%	-12%	-6%	0.1%	2%	0	9%	1%	5%	-5%
Cc1ccc(Sc2cc(N3CCOCC3)nc(-c3ccccc3)n2)cc1	-87%	9%	16%	-0.1%	7%	12	-4%	7%	-8%	-2%
O=Cc1ccc(N2N=C(c3ccccc3)CC2c2ccccc2)cc1 (stereo not given)	2%	9%	19%	-0.5%	-10%	24	-2%	34%	-21%	7%
CC1(C)CC(=O)C(C=NCCN2CCN(CC(=O)Nc3ccc(F)cc3)CC2)=C(O)C1	17%	2%	4%	0.4%	-1%	0	3%	12%	11%	0%
Cc1cc(C)c(S(=O)(=O)NC2CC(C)(C)NC(C)(C)C2)cc1C	-28%	0%	24%	0.5%	-2%	-5	nt	-10%	-4%	-2%
CC1CCN(C2CCN(S(=O)(=O)c3ccc(C(F)(F)F)cc3)CC2)CC1	-15%	2%	30%	0.1%	-3%	0	2%	5%	0%	-1%
O=c1cc(N2CCc3ccccc3C2)[nH]c(=O)n1Cc1ccc(F)cc1	0%	3%	-7%	-0.5%	2%[46.1 µM]	-7	-3%	5%	3%	0%
O=S(=O)(c1ccccc1)c1cnn(-c2ccccc2)c1-c1ccc(Cl)cc1	-27%	15%	-10%	-0.3%	1%	1	-12%	0%	?	4%
Cc1ccc(C)c(NC(=O)CN(C)C(=O)C2=NNC(=O)CC2)c1	1%	-22%	nt	-0.1%	-6%	nt	1%	9%	5%	-1%
CCOc1ccccc1Cn1c(=O)oc2ccc(C)cc21	-29%	-38%	2%	-0.5%	6%	12	-11%	8%	-4%	-2%

Whole records from above. Order of screens: BRCA1 expr act	a7 integrin act	MLL CXXC-DNA inh	B2AR arrestin	TCR act	TRPV1 ag	p53 reactivation	A-T KAP1 phos	ELG1 repair inh	PTAP TSG101 blk
`CCOC(=O)C1C(CC)NC(=S)NC1(C)O` (stereo not given) is entered as -14%	?	4%	0.3%	-2%	-3	-3%	2%	-5%	-1%
`COc1ccc(-c2cn[nH]c2C)cc1` is entered as 12%	40%	-9%	0.1%	4%	22	-6%	0%	?	-7%
`Cc1cc(C)c(S(=O)(=O)NC2CC(C)(C)NC(C)(C)C2)cc1C` is entered as -28%	0%	24%	0.5%	-2%	-5	nt	-10%	-4%	-2%

Other entries follow.
SMILES	BRCA1 expr act	a7 integrin act	MLL CXXC-DNA inh	B2AR arrestin	TCR act	TRPV1 ag	p53 reactivation	A-T KAP1 phos	ELG1 repair inh	PTAP TSG101 blk
COc1ccc(NC(=O)/C(C#N)=C/c2cc(C)n(-c3ccc(N4CCOCC4)c([N+](=O)[O-])c3)c2C)cc1	-48%	12%	3%	-0.7%	-3%[46.1 µM]	4	-2%	4%	2.9µM*	-1%
COCc1[nH]nc2c1C(c1sccc1C)C(C#N)=C(N)O2 (stereo not given)	-7%	-44%	2%	0.1%	3%	2	-1%	3%	?	5%
COC(=O)CC1C(=O)NCCN1C(=O)CSc1nnnn1-c1ccc(Cl)cc1 (stereo not given)	3%	-14%	?	-0.4%	0%	0	-1%	5%	?	-6%
CC1=CC2=NC(=O)/C(=C\c3cccn3CCOc3cc(C)ccc3C)C(=N)N2O1	-60%	-5%	8%	?	-9%	6	1%	1%	?	1%
COc1ccc(N(C(=O)CNC(=O)c2ccco2)C(C(=O)NCC2CCCO2)c2ccccc2)cc1Cl (stereo not given)	-1%	18%	-5%	-0.6%	-1%	1	7%	0%	-3%	2%
O=C(CC1(O)C(=O)Nc2ccccc21)c1ccccc1O (stereo not given)	-26%	-32%	-3%	-0.7%	-3%	-1	10%	-1%	2%	-5%
CCOC(=O)C(NCc1ccccc1OC)(NC(=O)c1ccccc1)C(F)(F)F (stereo not given)	12%	-14%	-2%	0.4%	-3%	0	1%	-3%	-19%	-1%
COC(=O)C(CO)NC(=O)C(C)NC(=O)CNC(=O)OCc1ccccc1 (stereo not given)	-9%	-22%	-2%	0.0%	1%	0	-2%	-3%	7%	-2%
COc1cc2cc(CCCOC(=O)CCC(=O)O)oc(=O)c2cc1OC	0%	21%	nt	0.2%	-3%	-7	1%	-9%	16%	-9%
CC1(C)CC(c2nc(-c3ccc(Cl)cc3)cs2)CCS1 (stereo not given)	12%	4%	1%	0.3%	-6%	8	1%	9%	-5%	0%
O=C(CSc1nnc(CCCO)n1-c1ccccc1)Nc1nccs1	4%	-65%[inhibitor]	1%	0.5%	4%	1	-4%	7%	-15%	-5%
COc1ccccc1CNS(=O)(=O)c1ccc(-c2cnc(C3CC3)o2)cc1	-30%&-5%	-11%	1%	0.2%	12%	2	-2%	-14%	?	-8%
OCCNCCNCc1ccccc1OCc1ccccc1	8%	0%	-6%	0.1%	-4%	1	-7%	3%	-4%	-3%
COc1ccc(-c2noc(=O)n2Cc2ccc(F)cc2Cl)cc1	-28%	-2%	23%	0.0%	0%	10	1%	6%	-8%	0%
CC(C)CN1C(=O)C(=O)N(CC(=O)N2CCC(Cc3ccccc3)CC2)C1=O	-13%	-17%	-10%	-1.1%	-7%	?	-1%	6%	-1%	-3%
N#CCc1ccc(NC(=O)Cn2c(=O)oc3ccccc32)cc1	-14%	-17%	-10%	-0.4%	nt	-1	17%	-1%	-3%	-1%
O=S(=O)(c1cnc[nH]1)N1CCN(C(c2ccc(F)cc2)c2ccc(F)cc2)CC1	-5%	5%	-2%	0.4%	6%	?	0%	-6%	12%	-1%
Cc1cccc(OCc2nnc(SCC(=O)Nc3sc(C)c(C)c3C#N)n2C)c1	-6%	16%	-4%	-0.8%	-1%	5	0%	-4%	11%	-1%
O=C(CCSCCC(=O)NCC1CCCO1)NCC1CCCO1 (stereo not given)	3%	9%	3%	0.0%	0%	-3	3%	-2%	9%	-2%
Cc1ccc(/C=N\NC(=O)CNC(=O)C23CC4CC(CC(C4)C2)C3)o1	-12%	-2%	3%	0.0%	9%	-4	-2%	11%	10%	0%
CC(C)CN1C(=O)c2ccccc2C1(O)Cc1ccccc1 (stereo not given)	0%	-1%	-4%	-0.4%	-1%[46.1 µM]	2	3%	nt	7%	0%
COc1ccc(NS(=O)(=O)c2ccc(-n3nnc4ccccc43)c([N+](=O)[O-])c2)cc1	-32%	-15%	-8%	-0.7%	nt	5	4%	nt	-9%	-10%
CCOC(=O)C1(C)C(C(=O)OC)=C(c2ccc(OC)cc2)c2ccccc2N1C(=O)OC (stereo not given)	-16%	-3%	nt	8.4%	2%[46.1 µM]	nt	21%	8%	?	-8%

Source: PubChem (National Center for Advancing Translational Sciences (NCATS))
